# Screening data deposited in PubChem by National Center for Advancing Translational Sciences (NCATS).
# Hsp90 Hop PPI: changes Hsp90-Hop TPR2A binding signal, up or down | AlphaScreen TPR2A-His6 binding biotin-Hsp90 C-terminal peptide | Potency, µM (titrated, usually from 57 µM), for inactives: top-dose activity change, negative = inhibition | 0.44% of 71,000 active; active means well fitted curve in either direction with a large enough effect; inconclusive means small, poorly fitted or top-dose-only effect, or another doubt; further: potency means the concentration at half of the fitted maximal effect; on the % scale 0 is the no-effect control and ±100 the full control effect; many of its hits are not listed in these tables
# HBB splice mod: modulators of hemoglobin beta chain splicing; Potency, µM (titrated, usually from 46.1 µM), for inactives: at the top dose activation, hits mostly activators; HBB splicing reporter cell assay, activation; EGFP reporter with mutant IVS2-654 intron; response scale: normalised to 500 nM splice-correcting PNA; 0.06% of 65,000 active; further: potency means the concentration at half of the fitted maximal effect; 0% is about no effect
#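 HeLa cells stably expressing EGFP interrupted by mutant beta-globin intron 2 (IVS2-654), 500/well in 2% FCS. Treated with compound for 2 days at 37C. Splicing correction scored as total well GFP intensity (488 nm excitation, 500-520 nm emission); 500 nM antisense PNA served as control.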
# HADH2 inh: inhibitors of human HADH2 dehydrogenase; Potency, µM (doses to about 57.1 µM), for inactives: top-dose activity change, negative = inhibition, usual class: inhibitors; 3.4% of 73,000 active; Q99714; AID 886; recombinant HADH2, NADH fluorescence, beta-hydroxybutyryl-CoA; further: potency means the concentration at half of the fitted maximal effect; on the % scale 0 is the no-effect control and ±100 the full control effect; nearly all actives have a fitted effect of over 60% in size; many of its hits are not listed in these tables
# Target sequence (Q99714 whole entry, looked up, one chain of several): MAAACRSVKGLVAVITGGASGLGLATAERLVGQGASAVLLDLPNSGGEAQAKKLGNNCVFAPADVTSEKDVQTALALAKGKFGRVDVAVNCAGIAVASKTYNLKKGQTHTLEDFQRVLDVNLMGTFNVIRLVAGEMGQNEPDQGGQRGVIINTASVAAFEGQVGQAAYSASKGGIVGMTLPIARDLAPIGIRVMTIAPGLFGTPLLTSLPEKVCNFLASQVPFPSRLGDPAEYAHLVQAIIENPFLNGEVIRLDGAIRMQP
#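 E. coli-expressed His-tagged HADH2 tested at 20 nM in alkaline Tris buffer (pH 9.0); oxidation of 90 uM beta-hydroxybutyryl-CoA with 1 mM NAD+ tracked fluorimetrically for 4 min.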
# UbGFP stabilizer: ubiquitin-GFP accumulation via proteasome inhibition; Ubiquitin-GFP reporter cells, proteasome inhibition, GFP fluorescence; response scale: untreated = 0%, 10 µM MG-132 = 100%; Potency, µM (highest dose often 45.9 µM), for inactives: top-dose activation (GFP accumulation), most hits filed as activators; 67,000 tested, under 10 active; active means well fitted activation curve with a large enough effect, not every such curve was filed as active; inconclusive means small, poorly fitted or top-dose-only effect, or another doubt; inactive means no such curve, though single readings can be large or run the other way; further: potency means the concentration at half of the fitted maximal effect
#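 U2OS cells stably expressing ubiquitin(G76V)-GFP, seeded overnight in 0.5% FBS medium, were exposed to compounds (qHTS, 46 uM to 2.9 nM) for 4 hr at 37 °C. GFP-positive cells were counted by laser cytometry (488 ex/515 em), normalized between basal and 10 uM MG-132.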
# CRE-bla Fsk: CRE-bla signaling modulation under forskolin stimulation; CHO CRE-bla reporter (cAMP response element driving beta-lactamase), forskolin EC10, beta-lactamase ratio; Potency, µM (highest dose often 38.2 µM), without a hit: top-dose activity change, negative = inhibition, hits mostly activators; 2.5% of 71,000 active; active means well fitted activation curve with a large enough effect in the signal ratio, with a control signal flat, not every such curve was filed as active; inconclusive means small, poorly fitted or top-dose-only effect, or effect the other way, or a change in a side signal; the % refers to the signal ratio; further: potency means the concentration at half of the fitted maximal effect; % of control where 0% means no effect
#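 Reporter-gene assay: CHO cells with beta-lactamase behind cAMP responsive elements, co-treated with compound and EC10 NKH 477 for 3 hours at 37 degrees Celsius. Activity came from the 460/530 nm CCF4 emission ratio.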
# BRCT inh green: blocks human BRCA1 BRCT binding to phosphopeptide, green readout; P38398; BRCA1 BRCT-phosphopeptide binding, green fluorescence polarization; Potency, µM (highest dose often 76.9 µM), inactives show at the top dose activity change, negative = inhibition, most hits filed as inhibitors; 0.05% of 75,000 active; AID 875;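 further: potency means the concentration at half of the fitted maximal effect; plate controls were peptide without protein for full effect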
#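 Fluorescence polarization: His-tagged BRCT (~35 kDa BRCA1 C-terminus, 250 nM) bound to 100 nM fluorescein-labeled phosphorylated 10-aa BACH1 peptide, pH 7.3 phosphate buffer with DTT and Tween 20. Compounds incubated 12 min at room temperature; inhibition read as lowered polarization.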
# USP2a inh: inhibitors of human ubiquitin-specific protease USP2a | Potency, µM (doses to about 38.3 µM), without a hit: at the highest dose activity change, negative = inhibition, most hits filed as inhibitors | USP2a enzymatic assay, qHTS inhibition | 0.1% of 60,000 active | O75604 | AID 927;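 further: potency means the concentration at half of the fitted maximal effect; nearly all actives have a fitted effect of over 60% in size; plate controls were DMSO for no effect and NEM full inhibition control for full effect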
# Target sequence (O75604 whole entry, looked up): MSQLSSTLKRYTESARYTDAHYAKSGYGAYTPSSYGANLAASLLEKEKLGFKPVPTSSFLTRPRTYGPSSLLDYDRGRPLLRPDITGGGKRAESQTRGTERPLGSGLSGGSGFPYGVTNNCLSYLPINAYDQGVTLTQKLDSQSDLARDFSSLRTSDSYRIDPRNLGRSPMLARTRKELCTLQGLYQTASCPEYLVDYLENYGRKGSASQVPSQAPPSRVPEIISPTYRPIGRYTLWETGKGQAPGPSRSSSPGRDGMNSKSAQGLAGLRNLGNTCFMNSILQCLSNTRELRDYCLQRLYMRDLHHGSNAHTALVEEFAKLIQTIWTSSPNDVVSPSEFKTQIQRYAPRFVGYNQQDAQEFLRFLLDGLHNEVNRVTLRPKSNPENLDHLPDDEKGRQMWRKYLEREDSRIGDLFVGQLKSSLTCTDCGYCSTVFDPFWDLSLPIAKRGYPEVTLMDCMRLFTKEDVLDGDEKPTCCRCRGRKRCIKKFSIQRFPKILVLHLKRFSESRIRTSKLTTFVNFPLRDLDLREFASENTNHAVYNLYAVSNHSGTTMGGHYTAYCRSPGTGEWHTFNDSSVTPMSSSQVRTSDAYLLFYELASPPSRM
#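 Inhibition is measured in a cell-free coupled assay with 20 nM USP2 core, 20 nM Ub-PLA2 and 20 uM NBD C6-HPC, 2.5 h incubation. Activity normalized to NEM control.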
# BRCT inh red: BRCT-phosphoprotein interaction inhibition (red fluorophore). P38398. BRCT-phosphopeptide binding, red fluorescence polarization. Potency, µM (doses to about 76.9 µM), without a hit: at the highest dose activity change, negative = inhibition, actives largely listed as inhibitors. 0.03% of 75,000 active; further: on the % scale 0 is the no-effect control and ±100 the full control effect
#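 Rhodamine-labelled pBACH1 10-mer (100 nM) bound to BRCT domain (100 nM) at pH 7.3; compounds incubated 12 min room temperature, polarization read. Free peptide defines full inhibition; unlabelled decapeptide titrated as control.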
# ALOX15 inhib: inhibitors of human 15-lipoxygenase (ALOX15); P16050; purified 15hLO-1, xylenol orange hydroperoxide absorbance; Potency, µM (titrated, usually from 57.1 µM), for inactives: at the highest dose activity change, negative = inhibition, most hits filed as inhibitors; 1.4% of 74,000 active; AID 887; further: potency means the concentration at half of the fitted maximal effect; on the % scale 0 is the no-effect control and ±100 the full control effect; nearly all actives have a fitted effect of over 55% in size
#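 40 nM 15hLO-1 + cpd, 15 min RT; start w/ 50 uM AA (final), 6 min RT; stop/detect w/ 200 uM XO + 300 uM Fe(II) in 50 mM H2SO4, 30 min; A573/A405. Buffer 25 mM Hepes pH 7.5, 0.01% Triton X-100. No-enzyme wells as negative control.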
# Pol III holo inh: DNA polymerase III holoenzyme inhibition. reconstituted DNA polymerase III holoenzyme replication, biochemical. Potency, µM (titrated, usually from 57.1 µM), without a hit: at the top dose activity change, negative = inhibition. 0.25% of 71,000 active; further: potency means the concentration at half of the fitted maximal effect; on the % scale 0 is the no-effect control and ±100 the full control effect
#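 Reconstituted *E. coli* holoenzyme (0.35 nM Pol III, 1 nM beta, 154 nM SSB, 2 nM primase) was preincubated with compound for 15 min at RT. Synthesis on 1.4 nM ssM13Gori ran 35 min, then was stopped with PicoGreen/EDTA and read as dsDNA fluorescence.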
# GFP derepression: derepresses silenced GFP locus in mouse C127i cells | mouse C127i GFP locus derepression, cytometry, 30 h | 0.09% of 68,000 active | Potency, µM (top dose mostly 46.1 µM), without a hit: at the highest dose GFP derepression (activation) | AID 597; further: % of control where 0% means no effect
#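 Locus derepression in mouse mammary C127i cells whose integrated CMV-GFP reporter is normally silent; GFP expression after 30 h compound treatment was quantified by counting fluorescent cells.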
# The depositor's hits bear a star; ? = inconclusive; · = not tested or not shown; [ ] = another dose, or the depositor's remark. Unless noted, the call rests on the fitted dose curve; in most records, active means well fitted curve in the direction sought with a large enough effect; inconclusive means small, poorly fitted or top-dose-only effect, or another doubt; inactive means no such curve, though single readings can be large; an effect the other way counts as inactive or inconclusive. The list is partial; rates above refer to the full screens.
# Every second line gives: Hsp90 Hop PPI, HBB splice mod, HADH2 inh, UbGFP stabilizer, CRE-bla Fsk, BRCT inh green, USP2a inh, BRCT inh red, ALOX15 inhib, Pol III holo inh, GFP derepression
CCCCn1c(C)nc2c(=O)n(C)c(=O)[nH]c21
  -6.6%, -0.5%, -0.1%, 6.7%, 1.7%, -0.9%, -3.8%, 1.2%, 7.3%, -3.8%, -1.6%
COc1cc(OC)cc(C(=O)NCc2cccnc2)c1
  0.9%, 0.2%, -0.8%, -6.0%, ?, -0.4%, -3.8%, 2.0%, 0.6%, -5.9%, -2.9%
CCNC(=O)N1CCNC(=O)C1CC(=O)Nc1ccc(C(=O)OCC)cc1 (configuration not stated)
  -4.3%, 0.0%, 1.6%, -5.1%, 1.9%, -1.6%, -2.2%, 0.9%, 3.4%, -6.2%, -1.6%
N#CC1=C(N)N2C(=C(C#N)C13CCCCC3)SC1CCCCC12O (configuration not stated)
  -2.5%, -0.3%[57.5 µM], 1.2%, -4.6%, -10.3%, -4.5%, 2.4%, -1.4%, 20µM*, -2.9%, -1.6%
Cc1cc(C(=O)CSc2nnnn2C)c(C)n1CCc1ccc(F)cc1
  -1.7%, -2.6%, 13.4%, -6.5%, ?, -0.5%, 6.0%, 0.8%, 2.4%, -0.7%, -1.7%
COC(=O)CCCCCc1ccc(C(C)=O)s1
  0.1%, 0.1%, -1.4%, -1.6%, -1.9%, 1.1%, ·, -0.7%, 1.3%, -5.1%, -4.4%
Cc1csc(SCC(=O)Nc2cc(C(C)(C)C)nn2-c2ccccc2)n1
  2.4%, -4.8%, 4.8%, -7.7%, ?, 1.9%, 0.0%, 2.6%, -4.4%, -0.7%, -2.5%
CC(C#N)Sc1ncnc2sc3c(c12)CCC3 (configuration not stated)
  8.1%, -0.3%[57.5 µM], 4.0%, -2.1%, ?, -0.1%, -0.6%, 1.4%, ?, 0.2%, 3.3%
CCC(c1nnnn1C1CCCCC1)N1CCN(C2CCCC2)CC1 (configuration not stated)
  -1.5%, ·, 7.4%, -0.2%, -0.8%, -0.7%, 18.1%, -1.2%, 5.0%, -7.8%, 3.1%
CCN1C(=O)C2(C(C#N)=C(N)Oc3c2c(C)nn3-c2ccccc2)c2ccccc21 (configuration not stated)
  -5.3%, -5.0%[57.5 µM], -2.8%, -0.9%, -18.7%, 0.1%, 41.1%[activator], 0.5%, 8.3%, -0.4%, -0.6%
O=C(NC[C@@H](O)CO)c1c(I)c(C(=O)NC[C@@H](O)CO)c(I)c(N(CCO)C(=O)CO)c1I
  ?, -0.1%[20.6 µM], 0.0%[25.6 µM], -3.0%[20.5 µM], -7.0%[17.1 µM], -1.8%[34.4 µM], 2.2%[17.1 µM], -3.0%[34.4 µM], 1.4%[25.6 µM], -5.8%[25.6 µM], 0.0%[20.6 µM]
C=CCC(NCc1ccccc1)c1ccco1 (configuration not stated)
  0.9%, 3.0%, -1.3%, -8.4%, -3.3%, 0.2%, -0.3%, -0.5%, -3.1%, -3.8%, -1.7%
CCS(=O)(=O)n1nc(-c2ccc(C)cc2)nc1N
  -4.6%, -1.0%, 11.9%, -1.1%, 1.9%, -2.7%, -5.4%, -0.4%, 5.0%, -6.9%, 0.0%
COC(=O)c1ccccc1NC(NC(=O)c1ccco1)C(=O)c1ccc(C)cc1 (configuration not stated)
  -3.4%, -1.0%, 6.3%, 0.0%, 11.7%, -0.1%, 27.3%, -1.1%, -7.5%, -4.9%, 2.5%
CCOC(=O)CSc1nc(C2CC2)nc2ccccc12
  2.8%, 0.0%[57.5 µM], -3.2%, -2.0%, -4.5%, -0.4%, -2.6%, 0.5%, -13.2%, -5.3%, 1.6%
Cc1ccc(-n2nc(-c3cccnc3)cc2C(=O)N2CCOCC2)c(C)c1
  -7.6%, -2.1%, -40.5%, 2.6%, -9.2%, 1.6%, 26.1%, 1.5%, -0.2%, -1.4%, 2.2%
Cc1ccc2c(c1)CCCN2C(=O)C1CCCO1 (configuration not stated)
  -3.3%, 4.3%, 2.6%, -2.1%, 1.1%, 1.2%, -3.9%, -1.1%, 1.7%, -3.8%, 12.9%
O=C(COc1nncc2ccccc12)NCCC1=CCCCC1
  1.3%, -0.4%, 0.3%, -5.7%, -8.2%, -2.6%, 2.7%, 1.2%, 12.6%, 0.7%, 0.0%
COc1ccc(NC(=O)C2CCCN(S(=O)(=O)c3cccc4cccnc34)C2)cc1 (configuration not stated)
  -3.0%[2.3 µM], -1.3%, 4.0%, -12.0%, -6.7%, 1.1%, ·, -1.0%, 2.4%, -1.7%, ·
Cc1cc(C)cc(OC(=O)N2CCOCC2)c1
  -5.9%, 0.0%, 4.3%, 2.0%, 2.0%, 0.6%, 5.5%, 0.4%, 5.5%, -7.6%, 0.2%
Cc1ccc(S(=O)(=O)C2(C(=O)Nc3cccc(F)c3)CC2)cc1
  -3.3%[2.3 µM], -1.3%, 5.9%, 0.0%, -10.5%, -3.1%, ·, 0.5%, -3.2%, -1.1%, ·
CSc1nnc(-c2ccc(F)cc2)o1
  1.1%, ·, 12.1%, -5.0%, -1.7%, 0.7%, 3.1%, -0.8%, -14.1%, -2.0%, -1.7%
C[C@@H]1CCCN(C[C@@H](O)CN2CCCc3ccccc32)C1
  -4.6%[11 µM], -1.7%[9.22 µM], 5.2%[11.4 µM], 4.6%[9.17 µM], -2.0%[7.6 µM], -1.3%[15.4 µM], ·, 0.0%[15.4 µM], 0.7%[11.4 µM], -7.7%[11.4 µM], -3.3%[9.22 µM]
O=C(CN1C(=O)c2ccccc2S1(=O)=O)NC1CC2CCC1C2 (configuration not stated)
  -0.8%, -0.7%, 4.6%, -6.2%, 0.2%, -0.6%, ·, 1.3%, -0.9%, 0.4%, -5.5%
COc1ccc(N(C(=O)Cn2nnc3ccccc32)C(C(=O)NCc2ccco2)c2cccnc2)cc1 (configuration not stated)
  -4.3%, ·, 0.2%, -6.2%, -13.3%, 1.2%, -5.4%, -2.1%, -3.9%, 0.1%, 6.8%
Cc1ccc(C)c2[nH]c(=O)c(CCNC(=O)c3ccc(Br)o3)cc12
  -8.3%, 2.6%, 22.7%, -18.0%, ?, 0.2%, 17.3%, -0.5%, 4.3%, -1.7%, 9.4%
CC1=CC(C)(C)N(C(=O)CN2C(=O)c3ccccc3C2=O)c2ccccc21
  3.7%, -1.5%, 1.6%, -10.2%, 0.4%, -1.3%, 11.5%, 1.9%, -3.5%, -1.2%, 0.0%
Cc1ccc2c(c1)-c1cc(C)nn1C(c1ccc3c(c1)OCO3)N2 (configuration not stated)
  ?, ·, -4.6%, -4.0%, ?, -0.5%, 12.4%, -0.9%, ?, 0.1%, -2.6%
CN(CC(=O)Nc1nccs1)S(=O)(=O)c1ccc(F)cc1
  -2.9%, -0.3%[57.5 µM], 1.0%, 0.2%, -1.7%, -2.8%, -6.6%, 1.0%, 1.4%, -5.8%, -2.7%
Nc1nc(C(=O)N2CCOCC2)nn1S(=O)(=O)c1ccc(Cl)cc1
  -0.1%, -0.6%, -7.3%, 0.0%, -6.0%, 4.1%, -7.9%, -1.4%, -5.3%, -0.5%, -2.3%
Cc1nnc(SCc2ccc(C(=O)c3ccc(Cl)cc3)o2)n1-c1ccccc1
  -8.9%, -1.9%, -28.1%, 6.3%, ?, -0.9%, 34.3%[activator], 0.1%, -3.5%, 2.3%, 4.3%
CN(C(=O)c1cc2sccc2n1C)C1CCCCC1
  -4.8%, -3.5%, -1.9%, 2.5%, -10.1%, 0.7%, -5.6%, -1.0%, 4.1%, -2.7%, -1.3%
CC(C)[C@]1(Cl)CC[C@@H]2[C@]3(C)CCC[C@@](C)(C(=O)O)[C@H]3C[C@H](Cl)[C@@]2(Cl)[C@H]1Cl
  ?, 4.1%[9.22 µM], 8.1%[11.4 µM], 1.9%[9.17 µM], -0.3%[7.6 µM], -5.3%[15.4 µM], ·, 0.1%[15.4 µM], -5.4%[11.4 µM], -7.8%[11.4 µM], 5.8%[9.22 µM]
